# Assay outcomes from PubChem.
# IkB signaling – suppresses IkB signaling in ABC-DLBCL reporter cells | ABC-DLBCL IkBa-CBG/CBR dual luciferase ratio, 4 h; response scale: scaled: untreated 0%, proteasome inhibitor 100% | Potency, µM (series often up to 57.1 µM), inactives show at the highest dose IkBa stabilization activation | actives 0.04% (n = 110,000); active = well fitted curve in the direction sought with a large enough effect in the signal ratio, not every such curve was filed as active; inconclusive = small, poorly fitted or top-dose-only effect, or a change in a side signal; the % refers to the signal ratio;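 also: the direction sought is a rising ratio; 0% = basal untreated cells and 100% = reference inhibitor full response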
#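 Luminescence ratio of IκBα-fused green versus native red beetle luciferase in OCI-Ly3 cells, 4 h post-doxycycline with compound; red signal alone, scaled from basal (0%) to zero light (-100%), flagged nonspecific or cytotoxic effects.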
# Peg3 imprint – inducers of genomic imprint erasure in mouse ES cells | mouse ES Peg3-LacZ reporter, beta-gal luminescence, 40 h | Potency, µM (top dose mostly 60.7 µM), for inactives: top-dose activity change, positive = activation, usual class: activators | actives 0.02% (n = 110,000);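 also: 0% = negative control wells on the plate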
#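 Each well holds 300 Peg3LacZ-Neo (maternal) female ES cells incubated 40 h at 37C, 5% CO2. LacZ is measured by BetaGlo luminescence, with AC50 and maximum efficacy derived from dose-response curves.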
# p53ts 32C kill – p53ts cell cytotoxicity, permissive temperature | H1299-p53A138V at 32C, ATP luminescence viability, 24 h | Potency, µM (top dose mostly 46.1 µM), without a hit: top-dose activity change, negative = cytotoxicity, actives largely listed as cytotoxic | AID 924 | actives 0.93% (n = 130,000);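 also: 0% = DMSO and -100% = full killing by reference compound; nearly all actives have a fitted effect of over 55% in size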
#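 Viability by ATPlite luminescence after 24 h compound treatment (up to 46 uM) at the permissive 32C. Cells are H1299 carrying p53 A138V. Scale runs from DMSO basal to 100 uM tamoxifen as full kill; AC50 from Hill fits.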
# p53ts 39C tox – p53ts cell cytotoxicity, nonpermissive temperature; actives 1.5% (n = 130,000); H1299-p53A138V viability at 39C, ATP luminescence, 24 h; Potency, µM (highest dose often 46.1 µM), for inactives: top-dose activity change, negative = cell killing, usual class: cytotoxic; AID 902; also: nearly all actives have a fitted effect of over 55% in size
# * marks the source's active call; other numbers are inactive results; ? = inconclusive; · = not tested or not shown; [ ] = remark or other dose. Unless noted, calls follow the shape of the dose curve; as a rule, active = well fitted curve in the direction sought with a large enough effect; inconclusive = small, poorly fitted or top-dose-only effect, or another doubt; inactive = no such curve, though single readings can be large; an effect the other way counts as inactive or inconclusive. Unless noted, % is scaled to controls: 0 for no effect and ±100 for the full control effect; potency is read from the fitted curve at half-maximal effect.
molecule	IkB signaling	Peg3 imprint	p53ts 32C kill	p53ts 39C tox
CC(C)CC1N=C2c3ccccc3N=C(SCC(=O)NCCc3ccc(Cl)cc3)N2C1=O (configuration not stated)	0.0%	19.7%[10.9 µM]	-5.5%	13.2%
COc1cc2nc(NC(=O)c3ccccc3)[nH]c(=O)c2cc1OC	16.8%	-9.7%	2.7%	3.8%
COc1ccc(CCNC(=O)c2ccc3c(c2)N(Cc2c(F)cccc2Cl)C(=O)CS3)cc1OC	?	-11.6%[10.9 µM]	3.6%	-5.1%
COc1ccccc1C1C=C(c2ccc(Cl)cc2)Nc2nc(-c3ccc(Cl)cc3)nn21 (configuration not stated)	?	-9.7%[10.9 µM]	5.4%	1.9%
CCn1nnnc1SCC(=O)Nc1cc(C)on1	·	·	-4.1%	5.9%
Clc1ccccc1CSc1nnc(C2CCNCC2)o1	0.7%	-16.5%[10.9 µM]	-12.8%	-23.1%
CCOc1ccc(NC(C(=O)Nc2cccc(C(C)=O)c2)c2ccccc2)cc1 (configuration not stated)	·	·	-20.9%	-14.7%
c1ccc(CCCc2nc(-c3ccccn3)no2)cc1	?	-12.5%	-15.1%	-12.4%
CCOC(=O)C1=C(c2ccccc2)N2CCN=C2S1	-0.1%	-2.0%	-4.7%	3.3%
Cc1nn(Cc2ccc(Cl)c(Cl)c2)c(C)c1NC(=O)c1noc2c1CCCCC2	0.5%	-15.9%	-0.5%	-8.2%

# In another format: entries from further up
structure: CCOc1ccc(NC(C(=O)Nc2cccc(C(C)=O)c2)c2ccccc2)cc1 (configuration not stated)
  IkB signaling = · | Peg3 imprint = · | p53ts 32C kill = -20.9% | p53ts 39C tox = -14.7%

structure: c1ccc(CCCc2nc(-c3ccccn3)no2)cc1
  IkB signaling = ? | Peg3 imprint = -12.5% | p53ts 32C kill = -15.1% | p53ts 39C tox = -12.4%

structure: CCOC(=O)C1=C(c2ccccc2)N2CCN=C2S1
  IkB signaling = -0.1% | Peg3 imprint = -2.0% | p53ts 32C kill = -4.7% | p53ts 39C tox = 3.3%

# (cont.)
molecule	IkB signaling	Peg3 imprint	p53ts 32C kill	p53ts 39C tox
CCOC(=O)Cn1c(=O)c2c(nc(Br)n2Cc2ccc(Cl)cc2)n(C)c1=O	1.8%	-2.8%	-12.6%	-4.9%
Cc1cc(NC(=O)CN2CCc3ccccc3C2)nc2c1c(=O)oc1ccccc12	3.0%	-9.4%	5.4%	-1.9%
COc1ccc(CCNc2nccn(-c3ccc(C)c(C)c3)c2=O)cc1OC	?	-4.7%[10.9 µM]	-2.0%	-16.0%
COc1ccc(OCCSc2nnc(C)n2-c2ccccc2)cc1	·	·	14.5%	7.1%
Cc1cccc(Nc2nc(N)nc(CN3CCN(c4ccc(F)cc4)CC3)n2)c1	?	-17.6%	1.5%	-12.8%
Cc1ccc(-c2cc(C(=O)Nc3cnn(C45CC6CC(CC(C6)C4)C5)c3)no2)cc1	0.4%	-2.0%	-1.4%	9.1%
Cc1cc(C)cc(N2C(=O)CSC2c2cccs2)c1 (configuration not stated)	-1.6%	7.4%	9.8%	10.0%
O=C(O)CCCNS(=O)(=O)c1ccc2ccccc2c1	1.3%	-7.0%	-1.0%	2.8%
COc1ccc(C2C=C(c3ccccc3)Nc3nc(NS(=O)(=O)c4ccc(C)cc4)nn32)cc1 (configuration not stated)	-1.4%	-10.9%[10.9 µM]	-12.5%	-19.7%
Cc1c(CC(=O)N2CCCCC2)c(=O)oc2cc3occ(C(C)(C)C)c3cc12	1.0%	-10.9%[10.9 µM]	9.8%	-6.8%

# Whole records, quoted from the list.
# CCOC(=O)Cn1c(=O)c2c(nc(Br)n2Cc2ccc(Cl)cc2)n(C)c1=O in the list: IkB signaling = 1.8%; Peg3 imprint = -2.8%; p53ts 32C kill = -12.6%; p53ts 39C tox = -4.9%
# Cc1cccc(Nc2nc(N)nc(CN3CCN(c4ccc(F)cc4)CC3)n2)c1 in the list: IkB signaling = ?; Peg3 imprint = -17.6%; p53ts 32C kill = 1.5%; p53ts 39C tox = -12.8%
# COc1ccc(CCNc2nccn(-c3ccc(C)c(C)c3)c2=O)cc1OC in the list: IkB signaling = ?; Peg3 imprint = -4.7%[10.9 µM]; p53ts 32C kill = -2.0%; p53ts 39C tox = -16.0%

# Remaining list, next part:
molecule	IkB signaling	Peg3 imprint	p53ts 32C kill	p53ts 39C tox
Cc1occc1C(=O)Nc1nnc(-c2ccncc2)s1	·	·	-23.5%	12.1%
N#CC1=C(N)Oc2n[nH]c(-c3ccccc3)c2C12C(=O)Nc1ccccc12 (configuration not stated)	1.4%	·	10.2%	-6.3%
Cc1nn2c3c(cnc2c1-c1ccc(Cl)cc1)C(=O)CC(c1ccco1)C3 (configuration not stated)	0.0%	-6.3%	4.1%	-4.3%
CCOC(=O)c1sc(NC(=O)c2ccc3ncsc3c2)nc1C	9.7%	-55.3%[inhibitor]	19.4%	0.5%
CCc1nn(CC(=O)NCCCN2CCc3ccccc3C2)c(=O)c2cc3sccc3n12	0.3%	-31.1%[inhibitor]	-6.4%	3.2%
CC(C)(C)N1C(=O)[C@H]2[C@H]3[C@H](O)[C@H](O)C/C(=N/NC(=O)OCc4ccccc4)[C@@H]3CC[C@@H]2C1=O	·	·	-2.0%[9.22 µM]	13.5%[9.22 µM]
O=C(NCCc1ccccc1)c1ccncc1	1.1%	-33.0%[inhibitor]	-13.1%	3.7%
CCOc1ccc(C2c3[nH]c4ccccc4c3CCN2C(=O)CCc2ccccc2)cc1 (configuration not stated)	3.6%	-4.0%[10.9 µM]	2.7%	9.9%
CCOC(=O)c1c(NC(=O)c2cc3ccccc3c(=O)o2)sc2c1CCC(C)C2 (configuration not stated)	0.8%	9.6%[10.9 µM]	-2.6%	37.0%[activator]
COCC(=O)Oc1c(S(=O)(=O)c2ccc(C)cc2)c(C)nn1-c1ccccc1	2.5%	-1.0%	2.5%	-4.2%

# Carrying on.
molecule	IkB signaling	Peg3 imprint	p53ts 32C kill	p53ts 39C tox
CC1Cc2nc(SCC(=O)Nc3ccccc3F)n(C)c(=O)c2S1 (configuration not stated)	1.8%	-11.1%	0.1%	-4.0%
COc1ccc(-c2cn3c(n2)sc2cc(C(=O)Nc4c(C)cccc4C)ccc23)cc1	1.0%	?	-6.5%	-12.3%
Cc1ccc(C(=O)Nc2cc(-c3nc4cc(Cl)ccc4o3)ccc2C)c(C)c1	?	-7.2%[10.9 µM]	-2.3%	9.6%
COc1ccc(Cl)cc1NC(=O)c1ccc2c(c1)CCCN2S(C)(=O)=O	?	-13.4%[10.9 µM]	2.0%	-13.7%
COc1ccc(OC)c(CNC(=O)CSc2c3c(nc4cc(Cl)ccc24)CCCC3)c1	?	-10.4%[10.9 µM]	8.1%	4.1%
O=C(NCC1CCCO1)C1CC(c2ccc(Cl)c(Cl)c2)=NO1 (configuration not stated)	1.7%	-1.5%	-2.3%	-1.4%
CC12CN3CC(C)(CN(C1)C3c1ccc(Br)cc1)C2=O (configuration not stated)	2.1%	6.4%	-5.2%	-0.4%
Cc1ccc(CNC(=O)CSc2ncc(S(=O)(=O)c3ccc(C)c(Cl)c3)c(=O)[nH]2)cc1	?	-12.6%[10.9 µM]	-8.2%	-19.6%
COc1ccccc1CNC(=O)Cn1c(=O)oc2cc(S(=O)(=O)N3CCCC3)ccc21	0.8%	-11.8%[10.9 µM]	-13.0%	-3.7%
CC1=C(c2ccc(C)c(C)c2)S(=O)(=O)N=C1N1CCC(C(=O)NCc2ccc(Cl)cc2)CC1	?	-7.4%[10.9 µM]	-3.0%	-18.0%

# (listing goes on)
molecule	IkB signaling	Peg3 imprint	p53ts 32C kill	p53ts 39C tox
CC(CC(=O)NCc1ccc(Cl)cc1Cl)CC1=NS(=O)(=O)c2ccccc2N1 (configuration not stated)	0.3%	-5.5%[10.9 µM]	11.1%	-27.8%
CCC1CCCCN1CCCNC(=O)c1cn(C)c2ccc(S(=O)(=O)N(C)C3CCCCC3)cc2c1=O (configuration not stated)	-2.9%	7.5%[10.9 µM]	-26.7%	4.3%
CC(C)C1N=C2c3ccccc3N=C(SCC(=O)NCc3ccccc3Cl)N2C1=O (configuration not stated)	?	3.4%[10.9 µM]	9.2%	15.1%
COc1ccc(N2CCN(C(=O)CCc3c(C)nn(-c4ccc(N5CCCC5)nn4)c3C)CC2)cc1	-1.0%	-13.8%[10.9 µM]	6.8%	-10.3%
CC1CCN(Cc2ccc(NC(=O)C3CCN(c4nnc(-n5cccc5)s4)CC3)cc2)CC1	-0.6%	-17.7%	-6.5%	11.5%
O=C(NC1CCCCC1)C1CCCN(S(=O)(=O)c2cnc[nH]2)C1 (configuration not stated)	-0.9%	0.9%	-6.2%	5.8%
COc1ccc2[nH]cc(CCNc3ncnc4ccc(-c5cccc(C#N)c5)cc34)c2c1	-6.0%[11.4 µM]	-31.6%[inhibitor]	-24.9%	-23.9%
CC(C)CCN1CC(C(=O)NCc2ccccc2)CC1=O (configuration not stated)	-0.2%	-10.7%	-14.7%	-22.5%
C[N+]1(CCN=C=NC2CCCCC2)CCOCC1	0.1%[11.4 µM]	-5.1%[10.9 µM]	10.5%[9.22 µM]	10.3%[9.22 µM]
CC(=O)Oc1c(S(=O)(=O)c2ccc(C)cc2)c(C)nn1-c1ccccc1	5.3%	-5.4%	-8.0%	1.8%

# The listing continues:
molecule	IkB signaling	Peg3 imprint	p53ts 32C kill	p53ts 39C tox
Cc1ccc2cc(C#N)c(SCC(=O)NCC3CCCO3)nc2c1C (configuration not stated)	0.9%	-2.3%	1.1%	17.7%
O=C(CCCN1C(=O)CCC1=O)Nc1ccc2c(c1)OCCO2	-1.0%	3.8%	6.9%	2.4%
O=C(c1cnc2sccn2c1=O)N(Cc1ccccc1)c1ccccn1	-1.0%	-18.8%	6.1%	3.7%
Cc1cccc(-c2c3c(=O)n(C)c(=O)n(C)c3cn2-c2cc(N)c(Cl)cc2Cl)c1	?	5.8%[10.9 µM]	33.5%[activator]	14.0%
Cc1ccccc1Oc1nc2ccccn2c(=O)c1/C=C(\C#N)c1nc2ccccc2[nH]1	?	8.6%[10.9 µM]	7.4%	6.0%
Cc1sc(-c2cc3ccccc3oc2=O)nc1-c1ccc(Cl)c(Cl)c1	-0.8%	-2.4%[10.9 µM]	14.2%	-14.0%
Cc1ccc(C2=N/C(=C/N3CCOCC3)C(=O)O2)cc1	0.9%	-18.9%	-18.3%	?
COc1cc(C(=O)OCC(=O)c2cc(C)n(C)c2C)cc(NC(=O)c2ccco2)c1OC	-1.9%	-10.7%	-23.5%	-13.5%
c1cc2c(cc1C(N1CCNCC1)N1CCNCC1)OCO2	1.6%[11.4 µM]	-3.4%[10.9 µM]	-1.4%[9.22 µM]	0.9%[9.22 µM]
CCOc1ccc(-c2nc(C#N)c(N3CCN(Cc4ccccc4)CC3)o2)cc1	0.0%	-22.0%	2.7%	3.3%

# Following part.
molecule	IkB signaling	Peg3 imprint	p53ts 32C kill	p53ts 39C tox
O=C(Nc1ccc2c(c1)OCCO2)C1CCN(C(=O)c2ccc(Br)cc2)CC1	0.6%	-1.0%	-2.4%	-4.5%
CC(=O)N1CCCc2cc(S(=O)(=O)Nc3ccc(Cl)cc3F)ccc21	0.6%	?	5.4%	0.9%
COc1ccccc1NC(=O)C1=C(C)Nc2nc(SCC(=O)c3ccc(C)cc3)nn2C1c1ccccc1C (configuration not stated)	?	22.1%[10.9 µM]	2.2%	-5.7%
O=C(COc1ccccc1F)Nc1ccc(-c2nc3ccccc3s2)cc1	-0.4%	-25.1%[10.9 µM]	-6.9%	14.4%

# Rows were taken by chance; 1.7% or so of the library scored in one or more.
